KLF5 inh = inhibitors of KLF5 expression; 290,000 tested, 0.23% active; inhibition, % at 5 µM; DLD-1 KLF5 promoter-luciferase reporter, luminescence; AID 1700;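 active = inhibition above a per-plate limit of that plate's mean compound inhibition plus 3 SD, cut at about 60% in these data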;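 note: 0% = DMSO wells and 100% = LY294002 at 200 µM; higher means less KLF5 promoter-driven luciferase light; inactives centre near -14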
HSF1 inh = HSF1 inhibition. NIH3T3-HGL HSE-luciferase, MG132-induced, luminescence 8 h; active compounds read low. activity change, negative = inhibition, % at 7.5 µM (by protocol). 300,000 tested, 0.77% active;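 active = more than half of replicate wells show activity change below -50%, luminescence cut by over half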;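 note: luciferase reports HSF-1 transcriptional activity via heat shock element; 0% = median of DMSO wells and -100% = zero luminescence signal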
DYRK1A inh = Dyrk1A (rat) kinase inhibition; ADP-Glo luminescence, NFATc1 peptide; inhibition, % at 12.5 µM; Q63470; 310,000 tested, 0.43% active; in the data active = inhibition above about 50%;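 note: plate controls were vehicle with enzyme for no effect and no enzyme for full effect; many of its hits are not listed in these tables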
Platelet DG rel = platelet dense granule release activity; human platelet-rich plasma, SFLLRN dense granule ATP release, luminescence; inhibition, %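 (compounds screened at 7.5 µM in platelet-rich plasma)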; 300,000 tested, 0.22% active;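 active = mean replicate score, as percent of positive control, at or above 50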
HSP90 refold inh = blocks HSP90-mediated luciferase refolding in reticulocyte lysate; Rabbit reticulocyte lysate, luciferase refolding luminescence, 3 h; inhibition, % at 5.6 µM; 290,000 tested, 0.91% active;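 active = inhibition above the screen-wide mean plus 3 SD, computed separately per campaign, cut at about 16% in these data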;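 note: 0% = DMSO wells and 100% = 60 µM geldanamycin wells; inhibitors lower the luminescence because luciferase stays unfolded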
IEC-6 cytotox = counter-screen for KLF5 inhibitors: cytotoxicity in IEC-6 cells; IEC-6 cytotoxicity, luminescence viability; inhibition, % at 5 µM; 290,000 tested, 0.78% active; in the data active = inhibition above about 22%;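 note: 0% = plate median of test compound wells and 100% = cytotoxic reference compound wells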
HSF-1 act = increases HSF-1 driven luciferase reporter signal; NIH3T3-HGL HSF-1 luciferase reporter, MG132, 8 h; 100% = twice DMSO control signal; activation, % at 9 µM; 300,000 tested, 1.7% active;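 active = mean replicate activation of at least 50% with a set share of replicates each reaching 50%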;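 note: 0% = median of the neutral control wells and 100% = twice that signal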
GSK3B inh = inhibitors of human GSK3beta kinase; P49841; activity score (negative = inhibition), % at 10 µM; AID 2097; 300,000 tested, 0.038% active; GST-GSK3beta kinase, ADP-Glo luminescence, 60 min; active compounds read low;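 active = more than half of replicate wells score below -50%, meaning over 50% inhibition versus plate controls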;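 note: 0% = median DMSO wells and -100% = median GW8510 positive control wells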
Target sequence (P49841 whole entry, looked up): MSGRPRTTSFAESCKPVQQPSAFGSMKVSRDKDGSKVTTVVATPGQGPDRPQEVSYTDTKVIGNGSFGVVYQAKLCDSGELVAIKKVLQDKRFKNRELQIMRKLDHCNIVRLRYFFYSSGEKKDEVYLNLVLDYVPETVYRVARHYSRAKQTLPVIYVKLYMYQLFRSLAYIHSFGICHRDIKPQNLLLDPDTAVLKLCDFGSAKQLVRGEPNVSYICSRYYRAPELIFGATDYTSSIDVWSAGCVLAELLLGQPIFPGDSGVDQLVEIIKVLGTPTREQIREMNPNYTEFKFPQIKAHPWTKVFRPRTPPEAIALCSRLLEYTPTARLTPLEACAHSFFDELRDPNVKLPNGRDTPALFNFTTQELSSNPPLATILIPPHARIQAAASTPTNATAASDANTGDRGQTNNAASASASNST
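Assay system: GST-fused GSK3beta enzyme, cell-free / Medium: Tris pH 7.5 buffer with MgCl2, DTT, BSA, heparin / Also added: peptide substrate plus 25 µM ATP (final) / Compound: 10 µM single point / Timing: kinase reaction with compound 60 min at room temperature / Detection: ADP-Glo luminescence / Benchmarks: DMSO neutral wells and GW8510 at 20 µM as positive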
GSK3A inh = inhibitors of human GSK-3 alpha kinase; P49840; ADP-Glo luminescence, 60 min; inhibition, % at 10 µM; 320,000 tested, 0.1% active;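 in the data active = inhibition above about 50%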;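 note: GST-tagged GSK-3 alpha with peptide substrate and 25 µM ATP; 0% = DMSO neutral wells and 100% = GW8510 positive control wells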
Target sequence (P49840 whole entry, looked up): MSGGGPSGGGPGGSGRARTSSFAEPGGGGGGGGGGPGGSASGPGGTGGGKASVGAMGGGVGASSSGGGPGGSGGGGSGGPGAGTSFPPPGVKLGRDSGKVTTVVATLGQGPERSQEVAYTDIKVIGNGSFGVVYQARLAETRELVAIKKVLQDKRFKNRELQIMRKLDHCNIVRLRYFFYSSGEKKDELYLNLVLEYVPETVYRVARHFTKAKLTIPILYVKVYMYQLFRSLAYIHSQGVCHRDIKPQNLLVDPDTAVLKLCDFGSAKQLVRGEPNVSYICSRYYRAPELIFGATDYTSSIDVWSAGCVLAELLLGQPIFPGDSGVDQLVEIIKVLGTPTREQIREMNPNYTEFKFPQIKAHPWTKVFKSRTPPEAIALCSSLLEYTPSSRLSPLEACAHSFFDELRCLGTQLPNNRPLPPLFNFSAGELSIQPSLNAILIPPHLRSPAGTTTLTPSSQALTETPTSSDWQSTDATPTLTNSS
aSyn 5UTR inh = 5' untranslated region of α-synuclein, MLPCN primary screen. alpha-synuclein 5'UTR reporter, inhibitor activity. inhibition, % (tested at 7.5 µM). 300,000 tested, 0.82% active. AID 1813; in the data active = inhibition above about 60%;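 note: H4 neuroglioblastoma cells stably carrying SNCA 5'UTR luciferase fusion; 0% = DMSO wells and 100% = positive control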
Starred values were filed as active, the others as inactive.

What do the screens show for `CCn1c(=O)cc(OCC(=O)NCc2ccco2)c2ccccc21`?
KLF5 inh: -24; HSF1 inh: 12; DYRK1A inh: -9; Platelet DG rel: 3; HSP90 refold inh: -2; IEC-6 cytotox: 2; HSF-1 act: 13; GSK3B inh: -1; GSK3A inh: 1; aSyn 5UTR inh: 4

Results for O=S(=O)(c1ccc(Cl)c(NC(=S)Nc2ccccc2N2CCOCC2)c1)N1CCOCC1 ?
KLF5 inh: -15; HSF1 inh: 7; DYRK1A inh: 0; Platelet DG rel: -2; HSP90 refold inh: 4; IEC-6 cytotox: -1; HSF-1 act: 20; GSK3B inh: 3; GSK3A inh: -3; aSyn 5UTR inh: 17

What do the screens show for `CC(NC(=O)C1CCCO1)c1ccccc1` (stereo unspecified)?
KLF5 inh: -11; HSF1 inh: 5; DYRK1A inh: 2; HSP90 refold inh: -1; IEC-6 cytotox: 2; HSF-1 act: -6; GSK3B inh: 0; GSK3A inh: 2; aSyn 5UTR inh: -7

Results for COc1cc(-c2noc(-c3cccc(Cl)c3)n2)cc(OC)c1OC ?
KLF5 inh: -26; HSF1 inh: -4; DYRK1A inh: 1; Platelet DG rel: -4; HSP90 refold inh: 1; IEC-6 cytotox: 3; HSF-1 act: -15; GSK3B inh: 0; GSK3A inh: -1; aSyn 5UTR inh: 7

How did Nc1nnnn1/N=C/c1ccccc1OCc1ccc(Cl)cc1Cl do in these assays?
KLF5 inh: -33; HSF1 inh: 11; DYRK1A inh: -8; Platelet DG rel: -4; HSP90 refold inh: -3; IEC-6 cytotox: -4; HSF-1 act: 41; GSK3B inh: -2; GSK3A inh: 0; aSyn 5UTR inh: -15

How did O=C(O)C1CCCCC1C(=O)Nc1ccc(Cl)cc1 (stereo unspecified) do in these assays?
KLF5 inh: -6; HSF1 inh: -6; DYRK1A inh: 5; Platelet DG rel: -2; HSP90 refold inh: -1; IEC-6 cytotox: 1; HSF-1 act: -10; GSK3B inh: -1; GSK3A inh: -3; aSyn 5UTR inh: -6

How did COc1ccc(CC(=O)N/N=C/c2cccn2-c2ccc([N+](=O)[O-])cc2)cc1OC do in these assays?
KLF5 inh: -22; HSF1 inh: 3; DYRK1A inh: 1; Platelet DG rel: 35; HSP90 refold inh: -3; IEC-6 cytotox: 4; HSF-1 act: -7; GSK3B inh: -23; GSK3A inh: 7; aSyn 5UTR inh: 34

How did CCOCCCNCc1ccc(OCc2ccc(F)cc2)c(OC)c1 do in these assays?
KLF5 inh: 5; HSF1 inh: 8; Platelet DG rel: 1; HSP90 refold inh: 1; IEC-6 cytotox: 7; HSF-1 act: 13; GSK3B inh: -2; GSK3A inh: 1; aSyn 5UTR inh: -10

Results for Cc1[nH]c(=O)c(C#N)c(C)c1[N+](=O)[O-] ?
KLF5 inh: -26; HSF1 inh: 0; DYRK1A inh: -1; Platelet DG rel: -1; HSP90 refold inh: 1; IEC-6 cytotox: -5; HSF-1 act: -2; GSK3B inh: 1; GSK3A inh: 3; aSyn 5UTR inh: -10

What do the screens show for `CCCCN(Cc1ccccc1)C(=O)CCN1C(=O)C2C3C=CC(C3)C2C1=O` (stereo unspecified)?
KLF5 inh: -3; HSF1 inh: 1; DYRK1A inh: -1; Platelet DG rel: 1; HSP90 refold inh: 5; IEC-6 cytotox: 2; HSF-1 act: -8; GSK3B inh: 2; GSK3A inh: -2; aSyn 5UTR inh: 9

Results for NC(=Nc1ccc(N)cc1)C(N)=Nc1ccc(N)cc1 ?
KLF5 inh: -12; HSF1 inh: -8; DYRK1A inh: 1; Platelet DG rel: -6; HSP90 refold inh: 5; IEC-6 cytotox: -4; HSF-1 act: -11; GSK3B inh: 0; GSK3A inh: 0; aSyn 5UTR inh: 12

Results for Cc1cccc(C(=O)NNC(=O)c2ccc(-c3ccccc3)cc2)c1 ?
KLF5 inh: -10; HSF1 inh: -17; DYRK1A inh: 12; Platelet DG rel: 2; HSP90 refold inh: 4; IEC-6 cytotox: -2; HSF-1 act: -22; GSK3B inh: 2; GSK3A inh: 0; aSyn 5UTR inh: -17

Results for COCCNC(=O)c1cccc(OC2CCN(Cc3cccc(C(C)=O)c3)CC2)c1 ?
KLF5 inh: -26; HSF1 inh: -7; DYRK1A inh: 2; Platelet DG rel: 3; HSP90 refold inh: 1; IEC-6 cytotox: 9; HSF-1 act: -4; GSK3B inh: -2; GSK3A inh: -1; aSyn 5UTR inh: 10

What do the screens show for `CCOC(=O)Cn1c(=O)c2c(nc3n2CC(C)CN3Cc2ccccc2)n(C)c1=O` (stereo unspecified)?
KLF5 inh: -18; HSF1 inh: -6; DYRK1A inh: 4; Platelet DG rel: -7; HSP90 refold inh: -9; IEC-6 cytotox: -8; HSF-1 act: -7; GSK3B inh: 1; GSK3A inh: 0; aSyn 5UTR inh: 13

Results for C=CCSc1nc2sc(-c3ccccc3)cc2c(=O)n1N ?
KLF5 inh: -24; HSF1 inh: 8; DYRK1A inh: -5; Platelet DG rel: -6; HSP90 refold inh: -3; IEC-6 cytotox: -5; HSF-1 act: 24; GSK3B inh: 3; GSK3A inh: 0; aSyn 5UTR inh: -19

What do the screens show for `CC(NC(=O)CSc1ccccc1)c1ccccc1` (stereo unspecified)?
KLF5 inh: -55; HSF1 inh: -7; DYRK1A inh: -2; Platelet DG rel: -2; HSP90 refold inh: -4; IEC-6 cytotox: 1; HSF-1 act: -20; GSK3B inh: 1; GSK3A inh: -2; aSyn 5UTR inh: 1

How did CN(Cc1cnccn1)Cc1nc(Cc2cccc(F)c2)no1 do in these assays?
KLF5 inh: 7; HSF1 inh: -3; DYRK1A inh: -6; Platelet DG rel: 8; HSP90 refold inh: 2; IEC-6 cytotox: -1; HSF-1 act: 8; GSK3B inh: -3; GSK3A inh: -1; aSyn 5UTR inh: 4

What do the screens show for `O=C(CN(Cc1ccco1)C(=O)c1cc(=O)[nH]c2ccccc12)Nc1ccccc1C(F)(F)F`?
KLF5 inh: 3; HSF1 inh: 5; Platelet DG rel: 0; HSP90 refold inh: 3; IEC-6 cytotox: -2; HSF-1 act: 1; GSK3B inh: -2; GSK3A inh: 2; aSyn 5UTR inh: -18

Results for CCc1nc2ccccc2n1CC(C)C(=O)O (stereo unspecified) ?
KLF5 inh: -28; HSF1 inh: -2; Platelet DG rel: 3; HSP90 refold inh: -2; IEC-6 cytotox: 0; HSF-1 act: -16; GSK3B inh: 7; GSK3A inh: 1; aSyn 5UTR inh: 16

How did CCCCOC(=O)Nc1ccc(C(=O)OCCC)cc1 do in these assays?
KLF5 inh: -24; HSF1 inh: 7; DYRK1A inh: 5; Platelet DG rel: -3; HSP90 refold inh: -1; IEC-6 cytotox: -1; HSF-1 act: 15; GSK3B inh: 3; GSK3A inh: -1; aSyn 5UTR inh: -55

What do the screens show for `Cc1ccc(-c2nc(CN3CCCC(C(=O)N4CCOCC4)C3)c(C)o2)cc1` (stereo unspecified)?
KLF5 inh: -30; HSF1 inh: -3; DYRK1A inh: -5; Platelet DG rel: 9; HSP90 refold inh: -4; IEC-6 cytotox: -4; HSF-1 act: 12; GSK3B inh: 4; GSK3A inh: -1; aSyn 5UTR inh: 15

How did COC(=O)Cn1cnc2c(nnn2-c2ccc(C)cc2)c1=O do in these assays?
KLF5 inh: -27; HSF1 inh: 2; DYRK1A inh: 2; Platelet DG rel: -11; HSP90 refold inh: 5; IEC-6 cytotox: 3; HSF-1 act: -5; GSK3B inh: 1; GSK3A inh: 1; aSyn 5UTR inh: 5

Results for CCCC12CN3CCN(CC(C3)/C1=N\NC(=O)c1ccccc1N)C2 ?
KLF5 inh: -7; HSF1 inh: 20; DYRK1A inh: -5; Platelet DG rel: -14; HSP90 refold inh: -2; IEC-6 cytotox: -8; HSF-1 act: 23; GSK3B inh: 1; aSyn 5UTR inh: -76

Results for COc1cccc(NC(=O)CS(=O)(=O)Cc2nc(-c3ccc(C)cc3)oc2C)c1 ?
KLF5 inh: -27; HSF1 inh: 6; DYRK1A inh: -4; Platelet DG rel: -3; HSP90 refold inh: -2; IEC-6 cytotox: -1; HSF-1 act: 0; GSK3B inh: 3; GSK3A inh: 3; aSyn 5UTR inh: 45

What do the screens show for `COc1ccccc1C(=O)COC(=O)CN1C(=O)C2CC=CCC2C1=O` (stereo unspecified)?
HSF1 inh: -2; DYRK1A inh: -10; Platelet DG rel: 0; HSF-1 act: 0; GSK3A inh: -1; aSyn 5UTR inh: -3

Results for Cc1ccc(NS(=O)(=O)c2cc3[nH]c(=O)c(=O)[nH]c3cc2C)c(C)c1 ?
KLF5 inh: -3; HSF1 inh: -4; DYRK1A inh: 5; Platelet DG rel: -5; HSP90 refold inh: 1; IEC-6 cytotox: -1; HSF-1 act: 7; GSK3B inh: -1; GSK3A inh: 3; aSyn 5UTR inh: -5

How did N#Cc1nc(COc2ccc(Cl)cc2)oc1N1CCCC1 do in these assays?
KLF5 inh: -32; HSF1 inh: 6; DYRK1A inh: 0; Platelet DG rel: 1; HSP90 refold inh: 0; IEC-6 cytotox: -2; HSF-1 act: 20; GSK3B inh: 3; GSK3A inh: 2; aSyn 5UTR inh: 27

What do the screens show for `CC1CCCCC1NS(=O)(=O)CCNC(=O)c1ccccc1` (stereo unspecified)?
HSF1 inh: 0; Platelet DG rel: 19; HSF-1 act: 23; GSK3B inh: -1; GSK3A inh: -4; aSyn 5UTR inh: 2

What do the screens show for `O=C(CCN1C(=O)[C@@H]2Cc3ccccc3CN2C1=O)N[C@@H](C(=O)O)c1ccccc1`?
KLF5 inh: -6; HSF1 inh: -6; DYRK1A inh: 7; Platelet DG rel: -1; HSP90 refold inh: 0; IEC-6 cytotox: 0; HSF-1 act: 6; GSK3B inh: 1; GSK3A inh: 2; aSyn 5UTR inh: 14

Results for COCCCN(C(=S)NC(=O)c1ccc(C(C)(C)C)cc1)c1c(N)n(Cc2ccccc2)c(=O)[nH]c1=O ?
KLF5 inh: -23; HSF1 inh: -3; DYRK1A inh: 2; Platelet DG rel: 7; HSP90 refold inh: 3; IEC-6 cytotox: -1; HSF-1 act: 1; GSK3B inh: 1; GSK3A inh: -1; aSyn 5UTR inh: -5

How did O=C(CN1C(=O)NC2(CCCCC2)C1=O)NCC(=O)Nc1ccc(F)c(F)c1 do in these assays?
HSF1 inh: -4; Platelet DG rel: 3; HSF-1 act: -5; GSK3B inh: 0; GSK3A inh: 1; aSyn 5UTR inh: 1

What do the screens show for `CCCc1cc(=O)[nH]c(SCC(=O)NN(c2ccccc2)c2ccccc2)n1`?
KLF5 inh: -12; HSF1 inh: 10; DYRK1A inh: 4; Platelet DG rel: 0; HSP90 refold inh: -2; IEC-6 cytotox: 5; HSF-1 act: 25; GSK3B inh: -3; GSK3A inh: -2; aSyn 5UTR inh: 24

Results for N#CCSc1nnc(-c2ccc3c(c2)OCO3)o1 ?
KLF5 inh: -36; HSF1 inh: 5; DYRK1A inh: 28; Platelet DG rel: -1; HSP90 refold inh: 2; IEC-6 cytotox: 6; HSF-1 act: -3; GSK3B inh: -3; GSK3A inh: 30; aSyn 5UTR inh: 6

High-throughput results (PubChem)

The list is partial. The share of hits here may be higher or lower than overall.
